# TNAP inh hi DEA = TNAP (human) inhibition, high acceptor; P05186; purified TNAP, CDP-star luminescence, 1 M DEA; inhibition, % at 20 µM; 200,000 compounds, 0.03% hits; AID 1135;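 active means over 50% inhibition of tissue-nonspecific alkaline phosphatase at 20 µM in the single-dose screen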;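 further: plate controls were DMSO wells for no effect and EDTA-quenched wells as full inhibition for full effect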
# Target sequence (P05186 whole entry, looked up): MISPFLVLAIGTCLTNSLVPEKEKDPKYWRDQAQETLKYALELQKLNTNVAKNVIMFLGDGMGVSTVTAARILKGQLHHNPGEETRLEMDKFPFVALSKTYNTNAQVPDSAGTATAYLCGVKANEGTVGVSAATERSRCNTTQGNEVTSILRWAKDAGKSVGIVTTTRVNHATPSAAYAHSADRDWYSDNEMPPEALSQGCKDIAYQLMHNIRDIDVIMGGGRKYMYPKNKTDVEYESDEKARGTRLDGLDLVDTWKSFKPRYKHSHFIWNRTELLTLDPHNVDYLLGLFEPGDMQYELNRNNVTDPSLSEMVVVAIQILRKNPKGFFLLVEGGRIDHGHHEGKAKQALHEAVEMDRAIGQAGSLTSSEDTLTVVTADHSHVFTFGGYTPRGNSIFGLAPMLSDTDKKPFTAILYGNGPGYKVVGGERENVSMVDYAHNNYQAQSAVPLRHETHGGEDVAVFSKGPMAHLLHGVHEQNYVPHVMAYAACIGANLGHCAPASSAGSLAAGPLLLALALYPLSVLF
# S1P3 antag = antagonists of human S1P3 receptor | inhibition, % at 4.98 µM | Q99500 | 170,000 compounds, 0.27% hits | CHO S1P3 NFAT-BLA reporter, FRET fluorescence, antagonist mode;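 active means inhibition above the plate cutoff, the mean inhibition of test wells on that plate plus 3 SD, cut at about 28% in these data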;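 further: cells challenged with S1P at its EC80 of 0.8 µM; blue over green emission ratio from cleaved BLA substrate after 4 h stimulation; 0% = S1P-stimulated wells and 100% = unstimulated DMSO-only wells; some compounds past the cut are filed as inactive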
# Target sequence (Q99500 whole entry, looked up): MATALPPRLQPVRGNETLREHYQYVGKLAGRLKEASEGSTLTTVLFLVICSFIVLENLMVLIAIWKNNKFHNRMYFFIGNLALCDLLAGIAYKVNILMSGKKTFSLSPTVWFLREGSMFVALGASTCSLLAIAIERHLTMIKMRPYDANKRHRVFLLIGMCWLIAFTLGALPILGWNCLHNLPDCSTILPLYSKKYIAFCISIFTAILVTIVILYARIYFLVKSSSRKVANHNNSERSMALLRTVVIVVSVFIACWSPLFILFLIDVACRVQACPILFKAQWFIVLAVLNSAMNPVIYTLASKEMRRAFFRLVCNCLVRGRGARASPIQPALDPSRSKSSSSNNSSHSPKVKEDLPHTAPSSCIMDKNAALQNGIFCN
# PMI act satM6P = increases human PMI activity with near-saturating mannose 6-phosphate; P34949; coupled PMI enzyme assay, resazurin fluorescence, 20 min; stronger effect = higher value; 1 = untreated enzyme, 0 = substrate-free blank; activation factor at 20 µM; 190,000 compounds, 0.34% hits; AID 1216;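 active means activation factor of 2 or more at 20 µM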
#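 Test system: human phosphomannose isomerase with PGI, G6PDH, diaphorase coupling enzymes / Doses: 20 µM compound, 1% DMSO / Times: enzyme reaction with compound 20 min at room temperature / Measured by: Diaphorase-driven resazurin-to-resorufin fluorescence, excitation 544, emission 590 nm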
# Hsp70 act = transcriptional activators of Hsp70; activation, % at 10 µM; 200,000 compounds, 0.04% hits; HeLa Hsp70 promoter luciferase reporter, luminescence; scaled: vehicle 0, proteasome-inhibitor control 100%;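 active means activation above the mean across all tested compounds plus 3 SD, cutoff set per campaign, cut at about 5.5% in these data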;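 further: 100% = MG132 at 30 µM as the positive control and 0% = DMSO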
# Redox H2O2 prof = compounds producing H2O2 with reducing agent – biochemical, NIH compound library profiling, artefact control for MLSCN library redox annotation, primary screen | DTT-dependent redox cycling H2O2, phenol red/HRP absorbance; 100% = 100 µM peroxide control, 0% = buffer | activation, % at 10 µM | 200,000 compounds, 0.03% hits | AID 878;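 active means activation of at least 50% relative to the plate's high and low controls in the primary single-dose screen; inactive means activation below 50%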;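 further: compound incubated with DTT at 0.8 mM final as the reducing agent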
# RAM inhibit = yeast RAM network inhibition; S. cerevisiae dse1pr::URA3 reporter, 5-FOA growth OD615, 2 d; analog-sensitive cbk1-as2 kinase mutant strain; AID 868; inhibition, % at 50 µM; 190,000 compounds, 1.8% hits;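 active means inhibition above a set limit, 3 SD over mean compound inhibition, cut at about 8.4% in these data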;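 further: 0% = DMSO-only wells with no growth and 100% = 10 µM 1-NA-PP1 full growth; inhibition rescues growth on 5-FOA so higher OD means more RAM inhibition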
# TNAP inh noacc = TNAP (human) inhibition, acceptor-free conditions. inhibition, % at 20 µM. P05186. 200,000 compounds, 0.26% hits. AID 1012. purified TNAP, CDP-star luminescence, 30 min;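 active means tissue-nonspecific alkaline phosphatase inhibition above about 50% at 20 µM in the single-dose screen, limit read from the data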;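 further: 0% = DMSO negative control and 100% = EDTA positive control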
# PMI activator = increases human mannose-6-phosphate isomerase activity; P34949; 190,000 compounds, 0.005% hits; AID 1214; purified human PMI, coupled resazurin fluorescence, 20 min; stronger effect = higher value; 1 = vehicle control, 0 substrate-free wells; activation factor at 20 µM;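 active means activation factor of 2 or more at 20 µM, relative to plate controls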
# Lmaj promast = inhibitors of Leishmania major promastigote growth; 200,000 compounds, 9% hits; Leishmania major promastigotes, resazurin fluorescence viability; inhibition, % at 10 µM; in the data active means inhibition above about 50%;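 further: promastigotes grown with compound for 44 hours at 28 °C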
# Efa HMGR inh = blocks class II HMG-CoA reductase of Enterococcus faecalis; purified E. faecalis HMGR, NADPH absorbance 340 nm kinetic; 190,000 compounds, 0.41% hits; inhibition, % at 10 µM;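 active means inhibition above a set limit, the median over all tested compounds plus 3 SD, cut at about 9.5% in these data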;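 further: enzyme runs in reverse so mevalonate oxidation gives rising NADPH absorbance; 0% = complete reaction with DMSO and 100% = background rate lacking mevalonate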
# The depositor's hits bear a star; . = not tested or not shown. An unsorted share of the library. About 12% of those tested had a hit in this group.
# Fields – TNAP inh hi DEA	S1P3 antag	PMI act satM6P	Hsp70 act	Redox H2O2 prof	RAM inhibit	TNAP inh noacc	PMI activator	Lmaj promast	Efa HMGR inh
COC(=O)COc1cccc(NC(=O)c2cccc(C)c2)c1
    0	-5	1.1	-0.1	-0.2	0.4	-6	1	2	2
CCSc1c(-c2ccccc2)nc2c(C)cccc2c1C(=O)O
    -5	.	1	-0.1	3.1	0.7	-24	1	-4	-2
CSC1=C(C#N)C(c2ccccc2Cl)C(C(C)=O)=C(C)N1 (stereo unspecified)
    0	.	1	-0.5	0.1	4.0	-7	0.9	15	0
Cn1cc(CN2CCC[C@H]2CO)c(-c2cccc(Cl)c2)n1
    -8	6	1	0.0	0.2	1.8	-12	1	-8	-3
O=C(NCc1cccs1)C(=O)NCC(c1ccco1)N1CCN(c2ccc(F)cc2)CC1 (stereo unspecified)
    -2	4	0.9	-0.6	-1.5	0.7	-8	1	8	-4
c1ccc2c(COn3nnc4ccccc43)cccc2c1
    -7	.	1	0.0	-0.2	-0.1	-8	1	1	-5
Oc1ccc(/C=N/Nc2nc(-c3ccc(Cl)cc3)cc(C(F)(F)F)n2)cc1
    -1	-2	0.8	-0.5	0.8	5.8	-13	0.7	2	-9
Cn1ncc([N+](=O)[O-])c1C(=O)N/N=C/c1cccc([N+](=O)[O-])c1
    -8	-5	1	-0.4	0.1	0.4	-3	1	1	5
O=C(O)CNS(=O)(=O)c1cccc2nsnc12
    -1	.	1	-0.1	0.2	0.2	-7	1	-6	-3
Cc1ccnc2nc(C(=O)NCc3ccccc3)nn12
    1	-6	1.1	0.3	-0.2	0.8	-3	1	2	0
Cn1c(=O)oc2cc(S(=O)(=O)NCCc3ccccc3)ccc21
    -8	-25	1.1	-0.1	-0.3	-0.2	-9	1.1	-6	-3
Cn1ccnc1SCC(=O)Nc1ccc2nc(SCC(=O)NC3CC3)sc2c1
    -4	.	1	0.0	0.1	1.4	-6	0.9	-1	-4
CNS(=O)(=O)c1cc(OC)c(OC)cc1CC(=O)OC
    -6	-4	1.1	-0.1	-1.1	-0.1	-9	1.1	-4	-6
CC1CCCCN1C(=O)/C(=C\c1ccccc1)c1ccccc1 (stereo unspecified)
    -1	.	1	-0.2	-7.2	3.0	-6	0.9	9	0
O=C(N/C(=C\c1ccc(Br)cc1)c1nc2ccccc2[nH]1)c1ccco1
    -2	.	0.8	-0.3	-4.2	2.1	-9	0.9	9	-3
CCOc1ccc(NC(=O)N2CCC(C(N)=O)(N3CCCCC3)CC2)cc1
    -8	.	1	-0.3	-7.2	3.0	-13	1	-3	1
Cc1cc(C)n(C2CCCCC2OC(=O)c2ccccc2)n1 (stereo unspecified)
    -3	.	0.9	-0.1	0.1	3.4	-8	0.9	1	-1
CCOC(=O)c1cnc(SCC(=O)Nc2cc(OC)ccc2OC)nc1N
    -3	.	0.9	-0.3	0.1	4.6	-5	0.9	9	4
CC(C)(C)OC(=O)N1CCC[C@@H]1C(=O)N1CCC(C(=O)O)CC1
    -6	.	1.1	-0.1	0.4	0.0	-11	1.1	-10	-2
Cc1ccnc(NC(=O)c2ccc3c(c2)C(=O)N(CC2CCCO2)C3=O)c1 (stereo unspecified)
    -1	-6	1	-0.2	-0.5	0.8	-5	1	-2	-1
O=C(CCCC(=O)OCC(F)(F)C(F)F)Nc1nccs1
    2	-34	1	0.7	-0.7	1.4	-6	0.9	4	-1
O=C(O)CSc1nnc(-c2ccncc2)n1-c1ccc(Cl)cc1
    -8	.	1	-0.4	0.7	0.9	-12	1	-1	0
CCOC(=O)CCCn1ncn2c(cc3occc32)c1=O
    -6	.	1.1	-0.3	0.2	0.1	-10	1	-2	-5
O=C(COc1ccc(Br)cc1F)NC1CCN(Cc2ccccc2)CC1
    -8	.	1.1	-0.3	0.1	0.1	-2	1	93*	-7
Cc1nc2c(C(=O)N3CCOCC3)cnn2c(C)c1Cc1ccc(Cl)cc1
    -7	.	1.1	-0.1	-2.9	0.9	-9	1	-2	1
Cc1ccc2nc(SCC(=O)Nc3ccc4sc(C)nc4c3)c(C#N)cc2c1
    -5	.	1	-0.3	-3.7	2.5	-17	0.9	-3	9
O=C(CSc1nc(-c2ccccc2Cl)ns1)NCc1ccc2c(c1)OCO2
    0	-25	1	-0.3	0.4	4.2	-19	0.9	1	-5
Cc1nnc(NC(=O)CSc2ccc(-c3ccccn3)nn2)s1
    4	-9	1.2	-0.1	2.5	1.1	0	1	-10	-4
Cn1c(=O)oc2cc(S(=O)(=O)Nc3ccc(Cl)cc3F)ccc21
    -1	-4	1.2	-0.3	0.1	0.9	-10	1.1	27	-8
COc1ccc(-c2cc(N)n(S(=O)(=O)Cc3ccccc3)n2)c(OC)c1
    0	-6	1	-0.3	0.0	0.3	-9	1	-4	-1
S=C(Nc1ccccc1Cl)N1CCOCC1
    -2	-14	1	-0.3	0.1	1.5	-3	0.9	-8	-3
COc1ccc(C2C(C(C)=O)=C(O)C(=O)N2CCO)c(OC)c1 (stereo unspecified)
    -5	0	0.9	-0.4	2.3	-0.2	-12	1	-6	-1
COc1ccc(C(=O)c2cnc(/N=C/N(C)C)s2)cc1
    4	.	0.9	0.6	1.8	-0.8	-4	0.9	-11	0
Cc1ccc(S(=O)(=O)N2CCOCC2)cc1C(=O)NCCN1C(=O)S/C(=C\c2ccccc2Cl)C1=O
    -5	16	0.9	-0.4	-0.6	5.5	-4	1	2	-2
COc1ccc(C(=O)Nc2cccnc2)cc1
    -5	.	1.1	0.1	-1.8	0.9	1	1.1	1	0
O=C(CCn1c(=S)[nH]c2ccccc2c1=O)NCCCN1CCOCC1
    -5	.	1	-0.3	-7.2	-0.8	-12	0.9	-4	3
CN(CC(=O)NC(=O)NC(C)(C)C)CC(=O)Nc1ccccc1Cl
    -2	11	1	-0.1	-1.4	3.0	-51	1	4	-6
CCc1ccccc1N(C(C)=O)c1nc(CN=C=S)cs1
    -2	-2	1.1	0.1	-0.2	0.3	-17	1.1	0	1
CNCCC1Sc2ccccc2Oc2ccccc21 (stereo unspecified)
    -1	5	1	-0.1	-0.2	2.5	-6	1	95*	2
COC(=O)C1(C)NC(c2cccs2)C2C(=O)N(c3ccccc3F)C(=O)C21 (stereo unspecified)
    -1	-3	1.1	-0.3	2.5	0.5	-1	1.1	1	-1
CC(C)CNC(=O)c1ccccc1NC(=O)c1ccccc1N(C)S(C)(=O)=O
    1	.	1	-0.2	0.3	-0.3	-5	0.9	-2	-1
COc1ccc(CNC(=S)NCc2ccc(OC)cc2)cc1
    -6	-20	1	0.1	-2.5	1.9	-8	1	6	-1
C=CCSc1nc2ccccc2[nH]1
    -5	-8	0.9	-0.3	0.9	2.1	-7	0.9	2	-6
C=CCn1c(SCC(=O)NC2CCCCC2)nc2ccccc2c1=O
    -4	-22	1.1	0.4	0.7	5.3	-27	1.1	8	-7
Cc1cc2nc(C)c(=O)n(C)c2cc1C
    0	-8	1	-0.1	-0.1	0.7	-1	1	0	-5
CC(=O)Oc1ccc(C(=O)Nc2cc(NC(=O)c3ccc(OC(C)=O)cc3)cc(C(=O)NC(C)(C)C)c2)cc1
    -5	6	0.9	-0.5	.	4.1	-4	1	34	4
OCc1ccnc2c(O)cccc12
    1	12	0.4	-0.3	-0.3	-0.8	3	0.5	100*	-2
Cc1cc(-n2c(C)cc(C(=O)CN3C(=O)NC4(CCCCC4)C3=O)c2C)no1
    1	-29	0.8	-0.3	-0.5	0.4	-9	0.8	13	-2
Cc1ccccc1CS(=O)(=O)Cc1ccc(C(=O)NCC2CCCO2)o1 (stereo unspecified)
    -3	-13	1	-0.3	-1.5	2.1	-9	0.9	-4	-3
CCOc1ccc(/C(O)=C2/C(=O)C(=O)N(Cc3cccnc3)C2c2ccc(N(C)C)cc2)c(C)c1 (stereo unspecified)
    -7	-2	1	-0.2	1.7	0.5	-4	1.1	-3	-1

# (more compounds)
# Fields – TNAP inh hi DEA	S1P3 antag	PMI act satM6P	Hsp70 act	Redox H2O2 prof	RAM inhibit	TNAP inh noacc	PMI activator	Lmaj promast	Efa HMGR inh
Cc1nn(C)cc1C(=O)/C=C/c1ccc([N+](=O)[O-])cc1
    -4	-6	1.3	-0.2	-1.0	-1.2	-9	0.9	34	-9
COc1ccc(N(CC(=O)NCc2cccnc2)S(=O)(=O)c2ccccc2[N+](=O)[O-])c(OC)c1
    -6	1	1	-0.2	-0.2	-0.2	-9	0.9	-5	0
CC(Sc1nnc(Cn2c(=O)sc3ccccc32)n1C)c1ccccc1 (stereo unspecified)
    1	7	1.1	-0.3	-0.3	0.2	-7	1.1	-2	-4
COc1cccc(NC(=O)Nc2cc(C(=O)O)ccc2C)c1
    -4	-12	1.4	-0.1	-0.5	3.4	-2	1.4	-5	-2
CN(C)C(=O)c1cc(F)ccc1Sc1cc(Cl)ccc1Cl
    -4	.	0.9	-0.3	1.8	0.0	-7	0.8	5	-7
COc1ccc(S(=O)(=O)N(CC(=O)N2CCOCC2)Cc2ccccc2)cc1C
    -2	.	1.1	-0.3	0.2	1.0	-13	1.1	48	-1
CCOC(=O)N1CCN(CC(=O)Nc2ccc(OC)cc2)CC1
    -5	.	1.1	-0.2	0.0	1.1	-5	1	-6	-9
Cc1ccc(S(=O)(=O)N2CCCC2C(=O)NC2=NCCS2)cc1 (stereo unspecified)
    -7	10	1	-0.5	1.8	1.7	-6	1.1	-9	-1
CC(Oc1ccc(-n2cnnn2)cc1)C(=O)O (stereo unspecified)
    -1	0	1.3	-0.1	-0.4	4.6	-7	1.3	-4	6
O=C1CCCN1c1ccc(S(=O)(=O)NCCOc2ccccc2)cc1
    -4	.	1.1	-0.2	-0.6	1.7	-15	1.1	-4	-3
Cn1c(-c2cccc(Br)c2)n[nH]c1=O
    -8	-4	1.1	-0.1	-0.8	1.6	20	1.1	-2	0
Nc1nnc(-c2cc3c(ccc4ccccc43)oc2=O)s1
    8	-5	0.9	-0.2	-1.6	4.5	-1	1.1	81*	-7
Cc1ccc2nc(N3C(=O)C(O)=C(C(=O)c4ccco4)C3c3cccs3)sc2c1 (stereo unspecified)
    0	.	1.3	0.8	-0.1	4.7	-6	1.2	6	-2
O=C(Cc1ccc(Cl)cc1)Nc1nc2ccccc2[nH]1
    -6	.	1.3	-0.1	-1.2	0.5	-7	1	5	2
COc1ccccc1-c1n[nH]c(=S)o1
    -2	-15	1.1	-0.1	2.6	1.0	-12	0.9	-6	-1
COc1ccc([N+](=O)[O-])cc1NC(=O)C1CCCO1 (stereo unspecified)
    -2	16	0.9	-0.3	0.0	3.5	-8	1	-5	1
O=C(O)c1ccc(OCCn2ccnc2)cc1
    -5	.	1.3	0.0	-1.2	-2.0	-13	1.2	-4	-7
